Mcl1 Bid PPI = Mcl-1/Bid binding inhibitors, primary screen, biochemical, TR-FRET, 1536-well; inhibition, % at 21.7 µM; TR-FRET Mcl-1/Bid-Dy647 peptide binding; 220,000 compounds, 0.97% hits; AID 1021, 2008; Induced myeloid leukemia cell differentiation protein Mcl-1 (Homo sapiens), Q07820;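 active means compounds that cut the binding signal by more than half at the single screening dose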;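 further: His-tagged Mcl-1 with europium anti-His antibody binding Bid BH3 peptide; 0% = Mcl-1 plus peptide wells and 100% = peptide-only wells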
Target sequence (Q07820 whole entry, looked up): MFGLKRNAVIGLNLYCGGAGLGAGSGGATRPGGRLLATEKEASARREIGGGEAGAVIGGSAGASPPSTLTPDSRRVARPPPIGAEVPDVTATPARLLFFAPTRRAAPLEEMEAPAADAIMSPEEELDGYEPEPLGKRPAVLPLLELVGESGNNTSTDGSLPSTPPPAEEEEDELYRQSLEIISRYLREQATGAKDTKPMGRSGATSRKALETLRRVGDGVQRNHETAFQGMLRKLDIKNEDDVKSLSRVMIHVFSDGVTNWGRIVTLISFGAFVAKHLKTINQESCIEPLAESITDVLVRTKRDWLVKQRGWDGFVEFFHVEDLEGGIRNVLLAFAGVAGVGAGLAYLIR
Mcl1-Noxa inh = Mcl-1/Noxa binding inhibitors, primary screen, biochemical, TR-FRET, 1536-well; AID 1022, 2008; 220,000 compounds, 1.5% hits; TR-FRET Mcl-1/Noxa peptide binding, 2 h; inhibition, % at 21.7 µM;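 active means compounds that cut the protein-peptide binding signal by more than 50% relative to plate controls in a single-dose test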;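 further: His-tagged Mcl-1 with rhodamine Noxa BH3 peptide and terbium anti-His antibody; 0% = Mcl-1 plus Noxa peptide wells and 100% = peptide-only wells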
Pf gamet viab = late stage P. falciparum gametocyte viability inhibitors, primary screen, ATP luminescence, HTS; P. falciparum stage V gametocytes, 24 h; inhibition, % at 10.9 µM; 150,000 compounds, 0.065% hits; AID 743093, 2013;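 active means inhibition above the mean plus 3 SD of compounds within the control limits, set per campaign, cut at about 38% in these data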;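 further: 0% = DMSO wells and 100% = medium only without gametocytes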
Avidin fluor = green autofluorescence of compounds with avidin beads – biophysical, 488/530 nm, flow cytometry, artefact control, profiling panel; AID 1775, 2009; compound fluorescence 488/530 nm; stronger effect = higher value; fluorescence (KMESF) at 10 µM; 220,000 compounds, 0.38% hits; in the data active means fluorescence above about 47; further: inactives centre near 10
Active calls of the source: *.

For O=[N+]([O-])c1sccc1CS(=O)(=O)c1ccccc1 the results were Mcl1 Bid PPI 18.2, Mcl1-Noxa inh -0.2, Pf gamet viab 5.8 and Avidin fluor 40.
Screening CC(=O)Nc1c(C)cc(OCC(=O)O)cc1C returned Mcl1 Bid PPI -15.3, Mcl1-Noxa inh 8.2, Pf gamet viab -1.1 and Avidin fluor 4.
CCOC(=O)Cc1csc(NC(=O)Nc2cccc(OC)c2)n1 was read as Mcl1 Bid PPI 8.0, Mcl1-Noxa inh 21.5, Pf gamet viab 5.8 and Avidin fluor 11.
For Cc1nc2cc(NS(=O)(=O)c3ccccc3F)ccc2s1 the results were Mcl1 Bid PPI 9.5, Mcl1-Noxa inh 16.4, Pf gamet viab 6.8 and Avidin fluor 5.
`Cc1nsc(N)c1C(=O)O` gave Mcl1 Bid PPI 1.0, Mcl1-Noxa inh 1.7, Pf gamet viab 22.6 and Avidin fluor 7.
Screening O=C(NCCNc1nccc(C(F)(F)F)n1)c1cccs1 returned Mcl1 Bid PPI -6.7, Mcl1-Noxa inh -0.1, Pf gamet viab 7.2 and Avidin fluor 5.
For CCOC(=O)C(NC(C)=O)(NC(C)C)C(F)(F)F (stereo not drawn) the results were Mcl1 Bid PPI -18.7, Mcl1-Noxa inh -13.6, Pf gamet viab -3.3 and Avidin fluor 5.
Screening O=C(NC(=S)NNC(=O)[C@H]1C[C@@H]1c1ccccc1)c1ccc(F)cc1 returned Mcl1 Bid PPI -110.4, Mcl1-Noxa inh -78.2, Pf gamet viab -19.7 and Avidin fluor 6.
`COc1ccc(S(=O)(=O)N2CCc3cc(OC)c(OC)cc3C2)cc1` gave Mcl1 Bid PPI -53.3, Mcl1-Noxa inh -1.2, Pf gamet viab 6.5 and Avidin fluor 8.
`COC(=O)c1ccc(Oc2nc(NC(C)C)nc(NC(C)C)n2)cc1` gave Mcl1 Bid PPI -20.2, Mcl1-Noxa inh 16.1, Pf gamet viab 4.3 and Avidin fluor 8.
COC(=O)Cc1[nH]nc2c1C(c1ccc(O)c(OC)c1)C(C#N)=C(N)O2 (stereo not drawn) was read as Mcl1 Bid PPI -83.7, Mcl1-Noxa inh 22.6, Pf gamet viab 15.1 and Avidin fluor 7.
`CCCCCOCC1CC(C/C(C)=N/NC(N)=O)(C(=O)OCC)C(=O)O1` (stereo not drawn) gave Mcl1 Bid PPI -3.3, Mcl1-Noxa inh -6.3, Pf gamet viab -21.3 and Avidin fluor 9.
O=C(Nc1ccc(S(=O)(=O)N2CCOCC2)cc1)c1cc(-c2cc(Cl)ccc2O)n[nH]1 was read as Mcl1 Bid PPI 0.6, Mcl1-Noxa inh 27.2, Pf gamet viab 2.7 and Avidin fluor 6.
`COc1ccccc1Nc1nc(N)nc(CCl)n1` gave Mcl1 Bid PPI -12.6, Mcl1-Noxa inh -21.5, Pf gamet viab -19.3 and Avidin fluor 7.
O=C(/C=C/c1ccc(-c2cccc([N+](=O)[O-])c2)o1)N1CCOCC1 was read as Mcl1 Bid PPI -26.0, Mcl1-Noxa inh -8.5, Pf gamet viab 6.3 and Avidin fluor 7.
CC(C)(C)OC(=O)N[C@@H](Cc1ccccc1)c1nnc(SCC(N)=O)o1 was read as Mcl1 Bid PPI -16.8, Mcl1-Noxa inh -0.3, Pf gamet viab 10.8 and Avidin fluor 7.
Cc1cc(C)c([C@@H]2C[C@H]3CN(C4CCCC4)C(=O)[C@]34CCCN24)c(-n2cccn2)c1 was read as Mcl1 Bid PPI -14.8, Mcl1-Noxa inh -21.6, Pf gamet viab -14.7 and Avidin fluor 6.
`C(=Nc1ccc(N2CCOCC2)cc1)c1c[nH]c2ccccc12` gave Mcl1 Bid PPI -84.8, Mcl1-Noxa inh 8.1, Pf gamet viab 4.6 and Avidin fluor 4.
For N/C(Cc1nc2ccccc2s1)=N\O the results were Mcl1 Bid PPI -2.4, Mcl1-Noxa inh 8.4, Pf gamet viab 20.5 and Avidin fluor 8.
COC(=O)c1cnc(NNS(=O)(=O)c2ccc(C(F)(F)F)cc2)nc1C(F)(F)F was read as Mcl1 Bid PPI -11.2, Mcl1-Noxa inh 7.9, Pf gamet viab 7.0 and Avidin fluor 6.
`Cc1cccc(Nc2nc(N)nc(CCl)n2)c1` gave Mcl1 Bid PPI -11.7, Mcl1-Noxa inh -1.4, Pf gamet viab -3.7 and Avidin fluor 5.
Screening COc1ccc(/C=N/NC(=O)c2cccnc2)cc1COc1ccc(NC(C)=O)cc1 returned Mcl1 Bid PPI -14.1, Mcl1-Noxa inh 13.1, Pf gamet viab 1.5 and Avidin fluor 12.
`COc1ccc(C(=O)O/N=C(\N)c2ccccn2)c(OC)c1` gave Mcl1 Bid PPI -39.8, Mcl1-Noxa inh 4.4, Pf gamet viab 6.7 and Avidin fluor 8.
`O=C(Nc1c[nH]c(=O)[nH]c1=O)c1ccc2c(c1)C(=O)N(c1cccc([N+](=O)[O-])c1)C2=O` gave Mcl1 Bid PPI 45.2, Mcl1-Noxa inh 46.8, Pf gamet viab -3.0 and Avidin fluor 22.
`CC(C)c1ccccc1NC(=O)CNCCc1ccc(C(F)(F)F)cc1` gave Mcl1 Bid PPI 10.5, Mcl1-Noxa inh 5.2, Pf gamet viab -5.3 and Avidin fluor 8.
C=CC(=O)NC(NC(=O)C=C)c1ccccc1F was read as Mcl1 Bid PPI -9.1, Mcl1-Noxa inh -14.6, Pf gamet viab -20.7 and Avidin fluor 7.
Oc1ccccc1Nc1nc(NCc2ccco2)c2ccccc2n1 was read as Mcl1 Bid PPI -47.3, Mcl1-Noxa inh 60.2*, Pf gamet viab -6.8 and Avidin fluor 4.
Screening CCC(C)SCC(=O)Nc1ccc(S(=O)(=O)N2CCOCC2)cc1OC (stereo not drawn) returned Mcl1 Bid PPI -23.9, Mcl1-Noxa inh -2.5, Pf gamet viab 4.8 and Avidin fluor 6.
For O=C(Nc1ccccn1)C(=O)Nc1ccccn1 the results were Mcl1 Bid PPI -6.2, Mcl1-Noxa inh -2.6, Pf gamet viab 26.0 and Avidin fluor 3.
Screening O=C(O)CSC(=S)N1CCCC1 returned Mcl1 Bid PPI -66.5, Mcl1-Noxa inh 29.2, Pf gamet viab -5.8 and Avidin fluor 12.

Four records picked at random from the list so far:
Screening CC(=O)Nc1c(C)cc(OCC(=O)O)cc1C returned Mcl1 Bid PPI -15.3, Mcl1-Noxa inh 8.2, Pf gamet viab -1.1 and Avidin fluor 4.
For Cc1nc2cc(NS(=O)(=O)c3ccccc3F)ccc2s1 the results were Mcl1 Bid PPI 9.5, Mcl1-Noxa inh 16.4, Pf gamet viab 6.8 and Avidin fluor 5.
Screening O=C(NC(=S)NNC(=O)[C@H]1C[C@@H]1c1ccccc1)c1ccc(F)cc1 returned Mcl1 Bid PPI -110.4, Mcl1-Noxa inh -78.2, Pf gamet viab -19.7 and Avidin fluor 6.
For CCOC(=O)C(NC(C)=O)(NC(C)C)C(F)(F)F (stereo not drawn) the results were Mcl1 Bid PPI -18.7, Mcl1-Noxa inh -13.6, Pf gamet viab -3.3 and Avidin fluor 5.

(listing goes on)
`Cc1ccc(S(=O)(=O)NN)c(C)c1N1CCCC1=O` gave Mcl1 Bid PPI -68.3, Mcl1-Noxa inh -11.1, Pf gamet viab -6.3 and Avidin fluor 5.
`O=[N+]([O-])c1cccc(S(=O)(=O)Nc2ccc(Cc3ccncc3)cc2)c1` gave Mcl1 Bid PPI -11.3, Mcl1-Noxa inh 24.7, Pf gamet viab 6.9 and Avidin fluor 4.
Nc1nc(SCC(=O)N2N=C(c3ccc(Cl)cc3)CC2c2ccco2)n[nH]1 (stereo not drawn) was read as Mcl1 Bid PPI -7.2, Mcl1-Noxa inh 1.1, Pf gamet viab 20.6 and Avidin fluor 6.
Screening FC(F)(F)Oc1ccc(NC(=S)Nc2ccc(OC(F)(F)F)cc2)cc1 returned Mcl1 Bid PPI -21.1, Mcl1-Noxa inh -3.8, Pf gamet viab -11.2 and Avidin fluor 9.
For Cc1c(Cc2ccccc2)c(NCCN(C)C)n2c(nc3ccccc32)c1C#N the results were Mcl1 Bid PPI -19.3, Mcl1-Noxa inh 79.5*, Pf gamet viab -5.7 and Avidin fluor 7.
`Cc1oc(C)c(S(=O)(=O)NCc2cccs2)c1C(=O)O` gave Mcl1 Bid PPI -7.0, Mcl1-Noxa inh 2.6, Pf gamet viab 1.6 and Avidin fluor 3.
Screening Cc1ccc(C(=O)NCc2ccc3c(c2)CCO3)cc1C returned Mcl1 Bid PPI -7.9, Mcl1-Noxa inh -2.7, Pf gamet viab 1.8 and Avidin fluor 4.
For O=S(=O)(Nc1cccc(CO)c1)c1cccs1 the results were Mcl1 Bid PPI -4.5, Mcl1-Noxa inh 10.5, Pf gamet viab 19.9 and Avidin fluor 6.
`CC(=O)NNC(=O)c1csc(-c2csc(C)n2)n1` gave Mcl1 Bid PPI -21.7, Mcl1-Noxa inh 9.7, Pf gamet viab 15.0 and Avidin fluor 14.
For Cc1noc(C(=O)NC2CCCCC2)c1Cl the results were Mcl1 Bid PPI -8.1, Mcl1-Noxa inh 6.5, Pf gamet viab 23.2 and Avidin fluor 7.
CCCOC(=O)C[N+](C)(C)CCOC1CC2CCC1(C)C2(C)C (stereo not drawn) was read as Mcl1 Bid PPI -18.7, Mcl1-Noxa inh -4.4, Pf gamet viab 17.6 and Avidin fluor 3.
Screening COc1ccc(/C=N/NC(=O)c2cccnc2)cc1COc1ccc([N+](=O)[O-])c(C)c1 returned Mcl1 Bid PPI -0.5, Mcl1-Noxa inh 20.9, Pf gamet viab 14.4 and Avidin fluor 3.
COc1ccc2[nH]c3c(=O)n(Cc4ccncc4)cnc3c2c1 was read as Mcl1 Bid PPI 11.3, Mcl1-Noxa inh -20.1, Pf gamet viab 4.2 and Avidin fluor 5.
For Cc1ccc(-c2cc(C(F)(F)F)n3nc(C(=O)Nc4ccon4)cc3n2)cc1C the results were Mcl1 Bid PPI -21.0, Mcl1-Noxa inh 6.5, Pf gamet viab -0.6 and Avidin fluor 9.
For COCCCn1c(=O)/c(=C\c2ccccc2OC(C)C)s/c1=C(/C#N)C(=O)Nc1ccc(C(=O)O)cc1 the results were Mcl1 Bid PPI -21.8, Mcl1-Noxa inh 62.7*, Pf gamet viab 3.2 and Avidin fluor 4.
For COc1ccc(CC(NC(C)=O)C(=O)NC2CCN(C(=O)c3ccc([N+](=O)[O-])cc3)CC2)cc1OC (stereo not drawn) the results were Mcl1 Bid PPI -61.4, Mcl1-Noxa inh -16.3, Pf gamet viab 1.3 and Avidin fluor 7.
Screening CCn1cc(C(=O)NP(=O)(Nc2ccc(C)cc2)Nc2ccc(C)cc2)c2ccccc21 returned Mcl1 Bid PPI -20.0, Mcl1-Noxa inh -16.0, Pf gamet viab -13.5 and Avidin fluor 7.
`COc1ccc(OC)c(/C=N/NC(=O)CCc2c(C)n[nH]c2C)c1` gave Mcl1 Bid PPI -5.6, Mcl1-Noxa inh 11.5, Pf gamet viab 9.3 and Avidin fluor 9.
Screening O=C(Nc1ccc(-c2nc3cccnc3s2)cc1)c1cccnc1Cl returned Mcl1 Bid PPI 2.2, Mcl1-Noxa inh 1.6, Pf gamet viab 1.6 and Avidin fluor 6.
COCCCN1CN(Cc2ccco2)CNC1=S was read as Mcl1 Bid PPI -141.7, Mcl1-Noxa inh -2.8, Pf gamet viab 1.6 and Avidin fluor 8.
For Cc1ccc(-c2ccc(/C=C(\C#N)C(N)=S)n2C)cc1 the results were Mcl1 Bid PPI -25.6, Mcl1-Noxa inh 12.3, Pf gamet viab 20.2 and Avidin fluor 9.
S=C1CCC(c2ccc(Br)cc2)=NN1c1ccccc1 was read as Mcl1 Bid PPI -47.4, Mcl1-Noxa inh -17.8, Pf gamet viab 10.1 and Avidin fluor 11.
For COc1ccc(CNC(=O)N[C@@H](CC(C)C)C(=O)O)cc1OC the results were Mcl1 Bid PPI -0.5, Mcl1-Noxa inh -0.9, Pf gamet viab 8.0 and Avidin fluor 8.
NS(=O)(=O)c1cccc(NC(=O)c2cncc(Br)c2)c1 was read as Mcl1 Bid PPI -26.7, Mcl1-Noxa inh -14.1, Pf gamet viab 2.9 and Avidin fluor 9.
`CCC(=O)Nc1cc(=O)[nH]c2nc(-c3ccc(Cl)cc3)nn12` gave Mcl1 Bid PPI -3.9, Mcl1-Noxa inh -9.4, Pf gamet viab 1.2 and Avidin fluor 9.
OCCC1CN(Cc2cccc3nonc23)CCN1Cc1ccsc1 (stereo not drawn) was read as Mcl1 Bid PPI -36.8, Mcl1-Noxa inh 7.6, Pf gamet viab 5.0 and Avidin fluor 4.
Screening CC(C)N1CCN(C2CSCCSC2)CC1CCO (stereo not drawn) returned Mcl1 Bid PPI -62.7, Mcl1-Noxa inh 0.7, Pf gamet viab -9.9 and Avidin fluor 5.
CCCN1C(=O)C2(C(C(=O)c3ccc(C)o3)=C(O)C(=O)N2CCCOC)c2ccccc21 (stereo not drawn) was read as Mcl1 Bid PPI -6.5, Mcl1-Noxa inh 18.3, Pf gamet viab 7.5 and Avidin fluor 7.

Source: PubChem

Not all compounds are listed. The share of hits here may be higher or lower than overall.
